Screens as filed in PubChem.
phage Ecoli inh: E. coli growth loss with phage present. growth absorbance. inhibition, % at 11.9 µM. 0.26% of 360,000 active; in the data active = inhibition above about 11%
PKA-R2B act: activates the human PKA-R2B holoenzyme complex; P22694+P31323; PKA-R2B holoenzyme dissociation, Cy5-IP20 fluorescence polarization; R2B truncated from residue 108, S112A mutant; 0% DMSO only, 100% 113 µM cGMP; activation, % at 11.4 µM; 0.079% of 340,000 active; AID 504700;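 active = activation above a cutoff set at the mean over all compounds plus 3 SD, cut at about 18% in these data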;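 note: higher means more holoenzyme dissociation and a rise in polarization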
HTR5A inv ctr: inverse agonist of human HTR5A in OPRM1-OPRD1 counter-screen | AID 504634 | HTR5A cell line, luminescence, inverse agonism | inhibition, % at 9.3 µM | 0.083% of 340,000 active; in the data active = inhibition mostly above about 23%, no sharp cut-off; inactive = mostly below about 18%;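 note: 0% = cells with DMSO and 100% = no-cell wells with DMSO; some compounds called inactive have numbers as strong as hits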
Target sequence (P47898 whole entry, looked up): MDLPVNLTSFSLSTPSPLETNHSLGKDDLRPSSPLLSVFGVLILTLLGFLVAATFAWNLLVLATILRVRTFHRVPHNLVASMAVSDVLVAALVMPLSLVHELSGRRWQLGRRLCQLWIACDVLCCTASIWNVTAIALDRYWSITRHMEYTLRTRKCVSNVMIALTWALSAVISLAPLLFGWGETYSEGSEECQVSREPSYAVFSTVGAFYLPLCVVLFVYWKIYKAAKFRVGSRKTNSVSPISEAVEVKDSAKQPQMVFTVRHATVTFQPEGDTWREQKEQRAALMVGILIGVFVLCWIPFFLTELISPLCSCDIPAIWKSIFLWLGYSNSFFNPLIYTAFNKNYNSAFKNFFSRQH
CDK5 inh: blocks human CDK5/p35 kinase activity. Q00535+Q15078. Recombinant CDK5/p35, ADP-Glo luminescence, 60 min. inhibition, % at 10 µM. 0.01% of 330,000 active. AID 488839;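 active = highest replicate inhibition of at least 50% and at least 75% of replicates reaching 50%; inconclusive = only one of the two criteria met; inactive = both criteria failed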;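 note: plate controls were DMSO neutral control for no effect and GW8510 at 10 µM for full effect; many of its hits are not listed in these tables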
Target sequence (Q00535 whole entry, looked up): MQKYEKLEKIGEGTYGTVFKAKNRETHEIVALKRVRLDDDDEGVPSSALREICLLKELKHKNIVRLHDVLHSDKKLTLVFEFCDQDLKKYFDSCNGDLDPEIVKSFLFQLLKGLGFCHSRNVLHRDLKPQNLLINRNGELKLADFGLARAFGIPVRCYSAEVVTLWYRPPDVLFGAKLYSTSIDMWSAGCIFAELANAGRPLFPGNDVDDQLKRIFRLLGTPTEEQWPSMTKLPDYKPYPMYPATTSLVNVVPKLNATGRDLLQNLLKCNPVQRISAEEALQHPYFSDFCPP
Target sequence (Q15078 whole entry, looked up): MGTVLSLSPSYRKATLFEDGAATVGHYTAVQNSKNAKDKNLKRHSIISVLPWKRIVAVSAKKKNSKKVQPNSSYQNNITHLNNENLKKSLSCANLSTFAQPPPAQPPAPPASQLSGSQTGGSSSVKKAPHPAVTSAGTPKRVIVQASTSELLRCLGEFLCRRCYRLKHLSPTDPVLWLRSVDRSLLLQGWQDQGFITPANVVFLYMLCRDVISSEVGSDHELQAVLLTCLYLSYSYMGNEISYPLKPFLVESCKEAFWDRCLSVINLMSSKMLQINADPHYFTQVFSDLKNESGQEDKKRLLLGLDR
AddAB inh: less growth of phage-infected E. coli with AddAB; AID 435030; inhibition, % at 11.9 µM; E. coli expressing H. pylori AddAB, absorbance growth; 0.29% of 330,000 active; in the data active = inhibition above about 12%;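 note: 0% = vehicle wells of infected cells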
Ecoli viability: bacterial growth inhibition, counter-screen for AddAB inhibitors; 0.27% of 330,000 active; E. coli V3065 growth, OD600 absorbance, 18 h; inhibition, % at 11.9 µM;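 active = inhibition above the campaign's mean inhibition across all tested compounds plus 3 SD, cut at about 9.9% in these data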;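 note: uninfected addAB+ strain grown without phage in ampicillin broth; 0% = DMSO wells and 100% = ciprofloxacin 0.95 µg/ml wells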
DAGLB inhibitor: blocks human DAGLB lipase activity; HEK293T DAGLB membrane lysate, EnzChek fluorogenic substrate; 0.059% of 340,000 active; inhibition, % at 5.17 µM; Q8NCG7; in the data active = inhibition above about 34%;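 note: 0% = enzyme with vehicle and 100% = wells lacking enzyme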
PKA-R1A activ: activates the PKA-R1A holoenzyme complex; P00514+P68181; PKA-R1A dissociation, Cy5-IP20 fluorescence polarization; scaled: DMSO 0%, 113 µM cGMP 100%; activation, % at 11.4 µM; 0.083% of 340,000 active;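 active = percent activation above the mean of all tested compounds plus 3 SD, cut at about 19% in these data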;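 note: higher means more PKAc released from R1A so a rise in polarization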
SUMO Mot1 rescue: inhibitors of SUMOylation pathway: yeast Mot1-301 growth rescue; 1% of 320,000 active; AID 2716; S. cerevisiae Mot1-301 growth rescue, ATP luminescence, 38.5C; percent above DMSO median, 100 means doubled; growth rescue, % at 18.8 µM;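 active = every valid replicate shows activation above 250% relative to neutral control wells; inactive = the rest, any valid replicate at or below 250%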;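 note: OY570 slx delta 5 strain wells were the positive control but not used for scaling; some compounds called inactive have numbers as strong as hits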
Tat transport: inhibitors of E. coli Tat protein transport | E. coli MC4100 TorA-mCherry Tat export, fluorescence | inhibition, % at 10 µM | 0.036% of 340,000 active;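 active = mean replicate inhibition at least 50% and at least half of replicates individually reaching 50%; inconclusive = only one of the two criteria met; inactive = neither criterion met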;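 note: exported cargo escapes ClpAP degradation while cytoplasmic cargo is degraded and loses fluorescence; 0% = median of neutral control wells and 100% = median of NaSCN control wells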
HTR5A ag: HTR5A agonism, opioid heterodimer counter-screen; HTR5A agonist assay, luminescence, cell-based; P47898; AID 504692; activation, % at 9.3 µM; 0.61% of 340,000 active; in the data active = activation mostly above about 9.5%, no sharp cut-off; inactive = mostly below about 7.6%;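 note: 0% = cells with vehicle only and 100% = reference agonist; strong numbers were not always called active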
An asterisk follows results filed as active; ? = inconclusive; · = no result given; & = joins results of further samples.

SMILES	phage Ecoli inh	PKA-R2B act	HTR5A inv ctr	CDK5 inh	AddAB inh	Ecoli viability	DAGLB inhibitor	PKA-R1A activ	SUMO Mot1 rescue	Tat transport	HTR5A ag
CCOC(=O)c1[nH]c(C)c(C(=O)N2CCOCC2)c1C	4.4	-5	9	0.6	2.1	-2.6	-1	0	3	-7	-3
Cc1ccc2nc(-c3ccc(NC(=O)CCS(=O)(=O)c4ccccc4)cc3)sc2c1	2.8	3	-1	2.5	-0.2	1.3	2	6	-12	-2	0
CC(=O)Nc1ccc(NC(=O)CN(c2ccc(C34CC5CC(CC(C5)C3)C4)cc2)S(C)(=O)=O)cc1	-0.4	-5	3	-0.5	1.5	0.4	0	-1	51	-3	2
O=C(Nc1ccc(N2CCN(C(=O)c3ccco3)CC2)cc1)c1ccc([N+](=O)[O-])cc1Cl	-1.6	-9	0	-0.4	0.8	-0.5	4	4	2	-8	10*
O=P(c1ccccc1)(c1ccccc1)C(O)c1ccccn1 (stereo unspecified)	0.9	·	·	1.9	-3.0	-3.5	·	·	2	-7	·
COc1ccc(CCNC(=O)C2CCN(C(=O)c3ccc(C(C)(C)C)cc3)CC2)cc1	-2.7	-5	6	-0.2	-1.0	-3.5	-7	13	-16	6	-1
Cc1ccc(S(=O)(=O)N(CC(=O)O)Cc2ccccc2F)cc1	3.9	0	15	0.0	-2.4	-4.1	0	0	27	-3	-3
CCN(Cc1nc(-c2ccc(OC)cc2)no1)C(=O)c1ccoc1C	1.9	12	-9	-1.7	0.8	-1.8	-1	-9	-10	-9	4
CCN(CC)C(=O)c1nc[nH]c1C(=O)O[C@@H](C)c1ccccc1	2.0	-6	12	-2.0	0.2	-1.2	2	-20	-11	-8	1
CCOc1ccc(C(=O)Nc2ccc(NC(=O)c3ccco3)c(Cl)c2)cc1Br	0.4	10	-83	-1.7	1.9	-2.7	6	5	4	-5	19*
COc1cccc(CNC(=O)C2CCCN(S(=O)(=O)c3ccc4c(c3)C(C)(C)C(=O)N4C)C2)c1 (stereo unspecified)	1.3	3	-28	-1.9	-1.7	-0.3	-4	-6	-14	-8	10
O=C(CNC(=O)c1ccccc1)N=Nc1c(O)[nH]c2ccc(Br)cc12	-0.1	3	23	-2.3	1.6	-2.1	2	3	-1	-2	-9
Cc1[nH]c(C)c(S(=O)(=O)NCC(C)c2ccccc2)c1C(=O)N1CCCCC1 (stereo unspecified)	1.4	6	-6	-8.5	3.9	0.8	2	-10	497*	5	1
Cc1cc(C)cc(N2CCCn3c2nc2c3c(=O)[nH]c(=O)n2C)c1	·	-6	21	1.0	1.4	0.7	-2	0	-21	-10	-6
O=C(CSc1nc2ccccc2s1)NCCCN1CCOCC1	4.2	-1	-17	7.3	0.8	0.1	1	-7	5	-11	7
O=C(NCCC1CC1(Cl)Cl)c1ccc([N+](=O)[O-])cc1 (stereo unspecified)	2.4	3	-23	-0.2	1.6	2.0	0	2	2	-5	7
Cc1occc1-c1nnc(SCC(=O)Nc2ccccc2)n1C(C)c1ccccc1 (stereo unspecified)	1.7	-10	-7	-1.4	-0.2	-2.1	-1	-7	-13	1	-4
CCCCOC(=O)c1ccc(N=Nc2c(C)c(C#N)c(O)[nH]c2=O)cc1	0.1	-13	11	-0.7	1.4	-1.2	1	-15	-14	3	1
Cc1[nH]nc(N=CC2=C(O)CC(C)(C)CC2=O)c1-c1ccccc1	3.3&2.0	-6&5	-23&-8	-0.4&0.6	0.0	0.0	-2&-1	3&-4	35	2&-4	6&-2
O=C(O)CC/C(=N\Nc1ccc([N+](=O)[O-])cc1S(=O)(=O)N1CCOCC1)c1cccs1	-0.2	-4	27	1.3	2.2	-0.3	6	-8	-4	3	2
CCn1cc(S(=O)(=O)c2ccccc2)c(=O)c2cc(F)c(N3CCN(C)CC3)cc21	1.7	7	2	-0.4	4.1	-1.3	2	-3	7	-4	-2
O=C(Nc1cccnc1)c1cc(Br)c(Br)s1	4.9	4	-3	-0.5	2.4	1.9	3	1	32	-14	1
Cc1cc(C)nc(NC(=O)c2ccc(C)c([N+](=O)[O-])c2)n1	2.1	10	20	1.0	2.2	-0.2	3	-8	-7	3	-9
CCOC(=O)C1CCN(c2c(NCc3ccc(C(=O)NCCC(C)C)cc3)c(=O)c2=O)CC1	1.6	-3	3	-1.0	3.6	-1.0	0	-4	-5	4	4
Cc1ccc(C(=O)N2c3ccccc3CC2C)o1 (stereo unspecified)	0.9	-14	1	-0.1	3.5	1.5	-4	-4	35	-1	0
More records follow.
SMILES	phage Ecoli inh	PKA-R2B act	HTR5A inv ctr	CDK5 inh	AddAB inh	Ecoli viability	DAGLB inhibitor	PKA-R1A activ	SUMO Mot1 rescue	Tat transport	HTR5A ag
COc1ccc(CCNC(=O)c2ccccc2-c2ccccc2C(=O)O)cc1OC	0.5	-12	1	-0.5	2.4	2.7	0	2	45	-6	0
CCOc1ccc2[nH]c3nc(SCC(=O)NC4CC4)nnc3c2c1	1.1	-1	12	-0.5	2.6	3.2	0	-3	-4	0	-3
O=C1NC(=O)/C(=C\c2ccc(OCc3cccc(C(=O)O)c3)c(Cl)c2)N1	8.8	0	-3	-0.2	4.6	5.2	1	9	-13	-6	-2
COc1ccccc1Nc1nnc(SCc2nnc(-c3cc(OC)c(OC)c(OC)c3)o2)s1	1.7	5	-26	-1.0	4.2	3.3	2	-1	127	-10	1
CCOC(=O)Cn1cnc(C)c1	1.0	-2	7	-0.8	·	·	3	-2	·	-9	-2
CCc1cccc2c1Sc1ccccc1CC2N1CCNCC1 (stereo unspecified)	3.4	-9	16	2.4	3.5	1.4	-1	-4	-4	-4	-1
N#CC1=C(N)Oc2c(ccc3cccnc23)C1c1ccccc1 (stereo unspecified)	-0.1	-20	33*	2.7	-0.9	-1.6	6	-4	-15	22	-12
Cc1cccc(N(Cc2ccccc2)C(=O)c2cc(S(=O)(=O)N3CCOCC3)ccc2F)c1	1.8	2	-12	-3.0	0.7	-0.6	-3	6	-25	5	4
C=CCSc1nncn1/N=C/c1ccc(OC)cc1	1.5	11	-49	1.3	1.3	1.4	0	-1	-5	-7	4
Cc1cc(C(F)(F)F)n2nc(-c3cccs3)cc2n1	2.9	2	-11	-0.6	4.1	-1.3	-5	4	-10	3	0
Cc1cc(=O)[nH]c(SCC(=O)NCc2ccc3c(c2)OCO3)n1	-0.4	2	-5	0.8	1.0	0.1	-1	-5	-16	?	2
Cc1nnc(SCC(=O)N2N=C(c3ccc(Cl)cc3)CC2c2ccco2)[nH]c1=O (stereo unspecified)	-1.0	-4	0	-0.9	-0.5	-0.2	6	5	-10	-4	0
COCCn1c(=N)c(C(=O)NCCc2ccccc2)cc2c(=O)n3cccc(C)c3nc21	3.4	-4	-3	-0.3	2.1	0.8	-3	-15	3	17	-2
CCOC(=O)Nc1ccc2c(c1)N(C(=O)CN1CCN(C)CC1)c1ccccc1S2	0.9	3	12	1.9	-1.6	-1.7	-2	5	-9	4	4
C[C@@H]1O[C@@H](OCCC(=O)O)[C@H](O)C[C@H]1O	1.0	4	11	-0.8	3.2	-2.2	1	-1	14	-1	6
COc1ccccc1C(=O)Nc1ccnn1C1CCN(Cc2cn(C)c3ccccc23)CC1	-0.1	-1	-2	0.4	0.9	-1.3	0	-10	5	-10	1
Cc1cc(OCCCn2ccnc2)ccc1C(C)C	-2.6	-4	16	-1.8	1.5	-3.2	-2	-7	-6	0	1
Nc1ccc(CC2SC(=O)NC2=O)cc1 (stereo unspecified)	3.8	-6	15	-0.1	2.1	-1.9	2	10	-15	-3	0
Cc1ccc2c(c1)c1nnc(SCC(=O)Nc3ccccc3C(F)(F)F)nc1n2CC(=O)O	3.9	-6	3	0.5	-0.7	-1.7	1	5	-12	-3	-1
CCC(=O)NCCN1CCN(C(=O)CC)CC1	1.4	-5	-3	-0.3	1.3	-0.2	-1	3	-15	-4	1
C/C(=N\NC(N)=O)c1ccccc1	2.5	-1	28	0.8	1.4	-0.6	0	-7	5	1	1
COC(=O)c1[nH]c2ccc(F)cc2c1NS(=O)(=O)c1ccc(OC)cc1	3.5	3	29	0.7	5.0	-1.1	-3	1	348*	-1	-11
Cn1c2c(c(=O)n(C)c1=O)C(c1cccc([N+](=O)[O-])c1)Nc1ccccc1O2 (stereo unspecified)	4.0	8	-5	0.0	1.2	-1.4	0	6	-4	4	0
O=C(Cn1cc([N+](=O)[O-])ccc1=O)NC1CCCCC1	0.9	3	3	-0.2	-2.2	-3.3	1	-5	-10	4	-1
Cc1ccc(/C=C(\NC(=O)c2ccccc2)C(=O)OCc2ccccc2)cc1	8.6	4	1	0.1	5.4	1.1	-5	1	-14	10	1
(cont.)
SMILES	phage Ecoli inh	PKA-R2B act	HTR5A inv ctr	CDK5 inh	AddAB inh	Ecoli viability	DAGLB inhibitor	PKA-R1A activ	SUMO Mot1 rescue	Tat transport	HTR5A ag
O=C(Cc1ccccc1)Nc1nccs1	-0.4	2	-12	3.0	1.7	-1.1	-1	-5	72	-5	3
C/C(=N/NC(=O)CN1CCN(S(=O)(=O)c2ccc(Br)cc2)CC1)c1ccncc1	2.7	0	-9	-8.1	1.6	-0.7	0	1	·	-2	0
COc1ccc(Cl)cc1N(CC(=O)NCC(C)C)S(=O)(=O)c1ccc(C)c([N+](=O)[O-])c1	3.5	6	13	·	0.9	0.0	1	-4	-16	-1	2
Cc1ccc(N=CC=C2OC(C)(C)C(C)(C)O2)c(C)c1	3.6	4	-2	·	1.5	-0.3	-1	9	-10	2	-1
C=CCNc1nc(NCCO)nc(N2CCCC2)n1	1.9	6	-9	0.3	0.5	-2.7	-2	2	3	-4	2
Cc1ccnc2nc(C(=O)NCc3cccs3)nn12	-0.3	-4	2	-0.8	-0.3	-0.9	2	1	-6	0	1
CSc1nsc(SCC(=O)Nc2ccc3c(c2)OCCO3)n1	3.2	7	-12	-1.0	4.0	-1.4	-6	-8	97	-9	4
Cc1nc(C)n(CC(=O)N2CCCC(C(=O)c3ccc(C(F)(F)F)cc3)C2)n1 (stereo unspecified)	1.6	-7	-5	1.7	2.0	-1.4	-1	-9	-11	2	0
COc1cccc(C2/C(=C(\O)c3ccc(OC)c(OC)c3)C(=O)C(=O)N2c2cc(C)on2)c1 (stereo unspecified)	1.1	-3	-5	-0.3	-0.1	-1.8	-3	7	0	-7	2
CCOC(=O)N1CCC(NC(=O)CS(=O)(=O)Cc2nc(-c3ccc(C)cc3)oc2C)CC1	1.0	-4	-26	-6.0	1.6	-0.1	-1	-1	8	-5	5
O=C(O)CCCN1C(=O)C2C3CC(C2C1=O)C1C(c2ccccc2)c2sc(=O)[nH]c2SC31 (stereo unspecified)	3.4	6	-13	-0.3	1.9	0.1	-1	1	755	-8	5
